# IL1B cytotox – toxic to HUVEC cells under IL-1B stimulation | AID 845 | 94,000 tested, 0.41% active | HUVEC cell count loss, Hoechst imaging, IL-1B stimulated | cell count reduction, % at 2 µM;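 active = cell count reduction more than 3 SD above the screen-wide mean, cut at about 70% in these data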;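 note: normalized per plate to untreated control cells as the no-loss baseline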
# sEH inh – inhibitors of human soluble epoxide hydrolase. 91,000 tested, 0.34% active. AID 707. recombinant human sEH enzymatic activity assay. P34913. inhibition, % at 2 µM; in the data active = inhibition above about 80%; note: values of inactives mirror those of a sister screen read the other way; many of its hits are not listed in these tables
# Target sequence (P34913 whole entry, looked up): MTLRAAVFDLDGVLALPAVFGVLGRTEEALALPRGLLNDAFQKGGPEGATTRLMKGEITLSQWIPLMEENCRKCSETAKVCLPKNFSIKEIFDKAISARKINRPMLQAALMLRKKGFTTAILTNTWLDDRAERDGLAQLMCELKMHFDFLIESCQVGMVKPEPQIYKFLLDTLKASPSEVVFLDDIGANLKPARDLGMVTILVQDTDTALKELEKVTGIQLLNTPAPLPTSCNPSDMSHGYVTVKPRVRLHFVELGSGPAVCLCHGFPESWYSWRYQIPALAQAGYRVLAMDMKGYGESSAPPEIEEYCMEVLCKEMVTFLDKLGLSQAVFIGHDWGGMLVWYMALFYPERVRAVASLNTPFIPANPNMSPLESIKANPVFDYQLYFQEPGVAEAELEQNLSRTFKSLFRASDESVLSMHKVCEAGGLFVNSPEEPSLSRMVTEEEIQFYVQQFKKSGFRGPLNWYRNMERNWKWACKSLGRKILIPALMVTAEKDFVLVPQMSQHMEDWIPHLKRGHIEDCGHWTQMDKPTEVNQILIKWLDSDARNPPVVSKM
# sEH act – activators of human soluble epoxide hydrolase; P34913; purified human sEH enzymatic activity, activator screen; activation, % at 2 µM; 91,000 tested, 0.04% active; in the data active = activation above about 37%; note: values of inactives mirror those of a sister screen read the other way
# Smad3 inh – Smad3 (human) transcription factor binding inhibition; P84022; TR-FRET Smad3/Dy647-FoxH1 peptide binding, europium anti-His; inhibition, % at 25 µM; 88,000 tested, 0.29% active; AID 630;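 active = compounds that reduce the energy-transfer binding signal between the protein and its labelled peptide by more than half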;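 note: 0% = Smad3 plus labelled peptide maximal FRET and 100% = peptide-only background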
# TNFa cytotox – HUVEC cytotoxicity counter-screen, TNF alpha stimulated; HUVEC TNFalpha-stimulated, Hoechst cell count, imaging; 93,000 tested, 0.17% active; cell count reduction, % at 2 µM;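 active = cell count reduction exceeding the screen mean by over 5 SD, scaled to untreated wells per plate, cut at about 78% in these data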;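 note: cells counted after 24 h of TNF alpha exposure following the 1 h pretreatment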
# ERb coact inh – blocks coactivator binding to human estrogen receptor beta; Q92731; inhibition, % at 25.6 µM; 86,000 tested, 1.3% active; TR-FRET ER-beta LBD / SRC1-Cy5 peptide binding; receptor agonist-loaded with 1 µM estradiol;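 active = compounds whose percent inhibition of the receptor-coactivator binding signal exceeds about 50% in the single-dose screen, limit read from the data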;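 note: 0% = receptor plus peptide wells without compound and 100% = peptide-only wells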
# Target sequence (Q92731 whole entry, looked up, the tested form may be a part): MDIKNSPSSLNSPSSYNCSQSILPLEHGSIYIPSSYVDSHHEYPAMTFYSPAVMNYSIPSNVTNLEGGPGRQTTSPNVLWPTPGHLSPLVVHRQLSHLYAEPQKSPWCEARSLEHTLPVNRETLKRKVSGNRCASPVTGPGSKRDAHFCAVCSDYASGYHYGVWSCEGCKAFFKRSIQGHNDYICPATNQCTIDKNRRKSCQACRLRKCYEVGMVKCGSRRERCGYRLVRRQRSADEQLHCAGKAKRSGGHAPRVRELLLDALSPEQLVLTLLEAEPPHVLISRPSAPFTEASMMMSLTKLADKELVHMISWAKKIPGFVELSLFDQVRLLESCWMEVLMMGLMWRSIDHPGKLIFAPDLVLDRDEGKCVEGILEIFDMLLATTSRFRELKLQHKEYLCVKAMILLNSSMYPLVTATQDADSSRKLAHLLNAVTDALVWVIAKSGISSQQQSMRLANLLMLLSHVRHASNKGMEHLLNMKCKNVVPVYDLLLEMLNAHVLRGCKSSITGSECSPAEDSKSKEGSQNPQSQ
# VCAM1 TNFa inh – reduces TNF alpha induced VCAM1 expression in HUVEC; 95,000 tested, 0.48% active; inhibition, % at 2 µM; HUVEC TNFa-induced VCAM-1 immunofluorescence, high-content imaging;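 active = inhibition above the batch mean plus 3 SD, with images confirmed as a hit by eye, cut at about 37% in these data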;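 note: 0% = TNF-stimulated DMSO wells and 100% = unstimulated control wells; not every result past the cut was called active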
# Candida biofilm – kills Candida albicans biofilms; C. albicans biofilm + clotrimazole, Alamar Blue; inhibition, % at 6 µM; 85,000 tested, 0.14% active;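 active = inhibition above 20%; inactive = inhibition below 20%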;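 note: preformed 24 hr biofilms exposed to compound for 48 hr; 0% = biofilm without compound and 100% = blank killed by clotrimazole plus chlorhexidine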
# cytoskel mod – cytoskeleton assembly modification. 91,000 tested, 0.18% active. HUVEC TNFa F-actin phalloidin imaging, high content. inhibition, % at 2 µM;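 active = inhibition above the batch mean plus 3 SD and confirmed as a hit by visual image inspection, cut at about 30% in these data, passing the limit was not always enough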; note: strong numbers were not always called active
# An asterisk follows results filed as active; i = inactive; · = not tested or not shown; [ ] = dose if it differs, or a comment.
SMILES,IL1B cytotox,sEH inh,sEH act,Smad3 inh,TNFa cytotox,ERb coact inh,VCAM1 TNFa inh,Candida biofilm,cytoskel mod
O=C(Nc1nnc(SCc2ccc(F)cc2)s1)C1Cc2ccccc2CN1C(=O)c1ccco1 (stereo unspecified),-14,·,·,-2,-23,11[fluorescence artefact?],20,7,6
O=C(O)c1ccc(OCCn2ccnc2)cc1,-37,2,2,0,-42,8,19,2,-1
O=C(NCC1COc2ccccc2O1)c1cn(Cc2ccc(F)cc2)nn1 (stereo unspecified),9,5,-5,4,34,-18[fluorescence artefact?],15,9,15
CC(=O)c1coc2ccc(OCCN3CCCCC3)cc12,-27,3,0,5,-13,-9,-24,7,-22
COc1ccccc1NC(=O)CSc1nnc(-c2ccc(NC(C)=O)cc2)n1C,8,8,-8,·,-11,·,-8,·,0
CCOC(=O)c1c(NC(C)=O)sc2c(OC(C)=O)cccc12,-6,-8,8,-2,-14,-2,11,-5,-2
CCC(C)NC(=O)C1CC(c2cccc(OC)c2)=NO1 (stereo unspecified),-4,-2,2,-5,-44,-3,4,2,11
CC(Oc1ccccc1Cl)C(=O)/C=C/N(C)C (stereo unspecified),1,8,-5,·,0,·,-2,·,-9
COC(=O)c1sccc1NC(=O)c1cc(OC)cc(OC)c1,-6,-7,12,-5,-3,28[fluorescence artefact?],-3,4,1
O=S(=O)(Cc1ccc(Cl)cc1)N1CCN(Cc2ccccc2)CC1,0,0,1,12,-8,12,1,9,-9
Cc1cc(C)n(-c2nc3c(c(=O)n(Cc4ccc(Cl)c(Cl)c4)c(=O)n3C)n2C)n1,-26,-5,6,15[fluorescence artefact?],-8,34[fluorescence artefact?],0,6,-8
CCc1nnc(NC=C2C(=O)OC(C)(C)OC2=O)s1,-150,-17,17,-16,-6,1[fluorescence artefact?],-15,-4,-17
NS(=O)(=O)c1cccnc1Nc1cccc(C(F)(F)F)c1,15,-1,3,·,-3,·,11,·,-3
CC(CN1CCOCC1)OC(=O)c1cccs1 (stereo unspecified),-9,-8,6,9,-2,2[fluorescence artefact?],-5,3,-11
CCC(=O)Nc1cc(SCCO)cc([N+](=O)[O-])c1,-6,2,4,·,-36,·,14,·,-31
CCCSc1cc(N2CCN(C)CC2)nc(-c2ccc(OC)cc2)n1,7,6,-5,·,-7,·,-22,·,-20
Cc1cccc(-c2nnc(-c3ccccc3)o2)c1,-3,-2,3,-6,-19,-1[fluorescence artefact?],16,6,7
COC(=O)C1=C(N)Oc2c(oc(CO)cc2=O)C1c1ccccc1F (stereo unspecified),-9,0,2,-4,14,-2[fluorescence artefact?],-3,2,7
Cc1ccc(-c2nnc(-c3ccccc3)c(N3CCOCC3)n2)cc1,-14,4,-3,·,-1,·,7,·,24
Cc1cc(C(=O)OCn2nnc3ccccc3c2=O)c(C)n1-c1ccccc1,-1,10,-10,-35[fluorescence artefact?],2,-2[fluorescence artefact?],25,-3,12
O=C(CSc1nnc(-c2cccnc2)n1-c1ccccc1)Nc1ccccn1,-70,2,0,4,-37,-1,-15,8,·
O=C1C=C(NCC2CCCO2)CC(c2ccccc2)C1 (stereo unspecified),-35,4,-4,5,-40,-1,-3,5,27
COc1cccc(-c2nnc(SCCOc3ccc4c(C)cc(=O)oc4c3)o2)c1,11,12,-10,·,-12,·,1,·,0
O=C(OCC(=O)N1N=C(c2ccc(Cl)cc2)CC1c1ccco1)c1ccccc1O (stereo unspecified),20,-9,10,0,28,9,17,3,-16
O=C(CSc1nnc2ccccn12)c1ccc(OC(F)F)cc1OC(F)F,-20,·,·,7,-49,-2,16,8,5
Cn1c(C(=O)Nc2ccc3c(c2)OCCO3)cc2c(=O)n(C)c3ccccc3c21,4,·,·,-2,-7,-2,-4,8,-5
Cc1ccc2[nH]c(=O)c(CN(CCCN(C)C)C(=O)Nc3cccc(Cl)c3)cc2c1,1,5,-4,·,-18,·,7,·,-26
CCc1nnc(NC(=O)C2Cc3ccccc3CN2S(=O)(=O)c2c(C)c(C)cc(C)c2C)s1 (stereo unspecified),-12,-1,1,·,-28,·,-2,·,10
COc1cccc(OC)c1C(=O)Nc1nc2ccc(S(C)(=O)=O)cc2s1,2,·,·,1,-2,-1,14,8,-4
CC(=O)c1sc(NC(=O)c2c(F)cccc2F)nc1C,11,-2,5,-5,5,3[fluorescence artefact?],-4,0,13
CSc1nc2c(c(-c3ccccc3)c1C#N)CCC2,3,5,-5,9[fluorescence artefact?],-2,-13,7,9,-4
CCOC(=O)c1c(NC(=O)CSc2nc(C)cc(C)c2C#N)sc(C(C)=O)c1C,17,3,-5,i[fluorescence artefact?],-26,49[fluorescence artefact?],9,3,7
Cn1ncc(N=Cc2ccccc2)c1C(N)=O,-3,·,·,2,-2,1[fluorescence artefact?],15,3,7
O=C(O)C1CC=C(Cl)CC1C(=O)NCc1ccccc1 (stereo unspecified),-14,-5,3,4,-16,3,10,2,-6
O=C(NCc1ccccn1)C1CCC(=O)N1C1CCCCC1 (stereo unspecified),-13,-8,6,3,-16,-4,-14,4,3
COc1ccc(C(CC(=O)Nc2nccs2)n2cccc2)cc1 (stereo unspecified),-14,16,-13,11,5,-7[fluorescence artefact?],35,5,-14

# Laid out differently: results already given.
Compound	IL1B cytotox	sEH inh	sEH act	Smad3 inh	TNFa cytotox	ERb coact inh	VCAM1 TNFa inh	Candida biofilm	cytoskel mod
Cc1ccc2[nH]c(=O)c(CN(CCCN(C)C)C(=O)Nc3cccc(Cl)c3)cc2c1	1	5	-4	·	-18	·	7	·	-26
CCc1nnc(NC(=O)C2Cc3ccccc3CN2S(=O)(=O)c2c(C)c(C)cc(C)c2C)s1 (stereo unspecified)	-12	-1	1	·	-28	·	-2	·	10
COc1cccc(OC)c1C(=O)Nc1nc2ccc(S(C)(=O)=O)cc2s1	2	·	·	1	-2	-1	14	8	-4
CC(=O)c1sc(NC(=O)c2c(F)cccc2F)nc1C	11	-2	5	-5	5	3[fluorescence artefact?]	-4	0	13

# Next records.
SMILES,IL1B cytotox,sEH inh,sEH act,Smad3 inh,TNFa cytotox,ERb coact inh,VCAM1 TNFa inh,Candida biofilm,cytoskel mod
Cc1c(C(=O)NCCSCc2c(Cl)cccc2Cl)cccc1[N+](=O)[O-],-41,30,-30,·,-15,·,-21,·,-8
CC(=O)Nc1cccc(-c2nnc(-c3ccccc3)o2)c1,-15,6,-2,4,-20,-5,-12,5,-2
O=C1NC2(CCc3ccccc32)C(=O)N1CCOc1ccc(Cl)cc1 (stereo unspecified),-5,-1,4,·,-5,·,3,·,15
c1coc(-c2nnc(NC3=NCCC3)o2)c1,-14,3,-4,-4,-1,5,16,12,9
CCOc1cccc(C(=O)Nc2cc(-c3nn4c(C)nnc4s3)ccc2C)c1,13,-9,9,·,-14,·,10,·,0
COc1ccc2c(Cl)c(C(=O)NCc3ccco3)sc2c1,16,0,2,-16,-12,20,29,1,6
CCc1ccccc1NC(=O)CSc1nnc(Cn2nnc3ccccc32)n1C,6,10,-5,5,·,-29[fluorescence artefact?],·,5,·
CCCCN1C(=O)Cc2c1nc(N)c1c(N)nc(N(CCC)CCC)c(C#N)c21,-19,·,·,·,-23,·,1,·,27
O=C(Nc1ncc2c(n1)-c1ccccc1OC2)c1ccc(Cl)cc1Cl,-86,0,-2,·,-21,·,-15,·,-15
O=C(NCc1cccnc1)C1CCN(S(=O)(=O)N2CCOCC2)CC1,0,0,0,·,-30,·,-8,·,40
C=CCSc1nc(N)c(C(=O)Nc2ccccc2)cc1C#N,-1,-5,6,-1,-8,2[fluorescence artefact?],11,-5,-2
Cc1ccc(S(=O)(=O)N(CC(=O)N2CCCC2)C2CCCCC2)cc1,9,5,-4,3,-15,-2,2,3,4
O=C(c1ccc(Cl)c(S(=O)(=O)N2CCOCC2)c1)N1CCN(Cc2ccccc2)CC1,12,12,-7,-20,-20,2,4,-1,0
COC(=O)c1cccc(NC(=O)c2cc3sccc3n2C)c1,-3,10,-9,-2,6,3,-6,6,25
O=C(c1ccco1)N1CCN(C(=O)c2ccc(COc3ccc4c(c3)CCC4)o2)CC1,-15,4,0,1,-16,5,3,3,8
COc1ccc(N2CCN(C(=O)CCCn3c(=O)[nH]c4cc(Cl)ccc4c3=O)CC2)cc1,·,-5,2,4,-30,11,0,0,2
Cc1noc(NS(=O)(=O)c2ccc(N3Cc4ccccc4C3=O)cc2)c1C,-18,-1,3,4,-36,-2,-22,4,-3
CC1CC(C)CN(CCCNC(=O)CC2Oc3ccccc3NC2=O)C1 (stereo unspecified),6,·,·,0,-33,-5,-2,-5,14
O=S(=O)(c1ccc2c(c1)OCCO2)N1CCC(n2nnc3cc(F)ccc32)CC1,-3,-1,5,-18,-8,6[fluorescence artefact?],1,2,12
CCn1c(NC2CCCCC2)nc2ccccc21,-11,6,-7,0,-32,1,16,8,13
C=CCNS(=O)(=O)CC12CCC(CC1=O)C2(C)C (stereo unspecified),-2,13,-18,-4,-31,-5,3,-2,44
CC(=O)c1ccccc1OCC(O)CN1CCN(C(c2ccccc2)c2ccccc2)CC1 (stereo unspecified),-28,-4,2,5,-9,-3,7,9,-12
Cc1onc(-c2ccccc2)c1C(=O)N1CCCN(C(=O)c2c(-c3ccccc3)noc2C)CC1,-58,0,-1,-1,-21,-1,-2,7,15
CCOC(=O)C1CCCN(c2c(N3CCOCC3)c(=O)c2=O)C1 (stereo unspecified),21,-9,7,1,-28,-4,11,6,4
CCCc1[nH]nc2c1C1(CCOC1C)C(C#N)=C(N)O2 (stereo unspecified),31,-18,17,13[fluorescence artefact?],-23,-5,16,6,-38
CCOc1ccc(-n2c(SCC(=O)Nc3ccc(OC)cc3)nc3c(c2=O)SCC3)cc1,-3,7,-7,-5,82*,-1[fluorescence artefact?],60*,5,7
CCOC(=O)c1cc(C)sc1NC(=S)Nc1ccccc1,-14,-4,5,-5,-21,13,-18,1,14
CCN(CC)S(=O)(=O)c1cccc(C(=O)N[C@H](C(=O)OCC(=O)NC(=O)NC)C(C)C)c1,-11,7,-4,9,7,-6,-12,3,-17
O=C(c1cc2c(s1)-c1ccccc1OC2)N1CCCC1,-4,-3,2,-1,-17,-6,-12,7,-10
COc1ccccc1N1CCN(CC(=O)Nc2ccc(C)c(F)c2)CC1,64,-12,13,6,-21,-9,1,3,26
COc1cc(C(=O)NC(=S)Nc2ccc3oc(=O)ccc3c2)cc(OC)c1OC,-26,5,-3,·,0,·,-2,·,30
Cc1nc(SCC(=O)Nc2ccc(F)cc2)c2oc3ccccc3c2n1,23,13,-15,17[fluorescence artefact?],8,23[fluorescence artefact?],-3,3,-22
CN(Cc1nc(-c2cccnc2)no1)S(=O)(=O)c1ccccc1,-132,-10,4,0,-14,3,10,10,10
Cc1ccc(-c2noc(CSc3ccccc3)n2)cc1,15,6,-6,-1,-8,5,16,2,-1
Cc1ccc(-n2c(CNc3ccc(F)cc3)nnc2SCC(=O)N2CCOCC2)cc1,-3,4,-1,-1,-21,-9,20,4,2
COc1ccc(N2COC3c4cccc5cccc(c45)C32)cc1 (stereo unspecified),2,-3,6,14,5,6[fluorescence artefact?],-4,7,-4
O=C(c1ccc2ccccc2n1)N1CCN(c2ccccc2O)CC1,-19,-5,5,1,59,3,20,1,-41
Cn1c(=O)n(Cc2ccccc2)c(=O)c2c1nc(NCC1CCCO1)n2Cc1ccccc1 (stereo unspecified),-2,-24,27,-14,·,3[fluorescence artefact?],9,2,2
CCNC(=O)CCCOc1ccc(Cl)cc1Cl,26,-2,3,7,-21,17,-14,8,·
CCOC(=O)c1cc2c(c(CSc3nc4ccccc4c(=O)n3Cc3ccco3)c1)OCOC2,-11,12,-10,7,-16,37[fluorescence artefact?],7,4,-8
CCOC(=O)CCCCC(=O)c1[nH]c(=O)[nH]c1CSc1nc(-c2ccccc2)c(C#N)c(=O)[nH]1,18,10,-11,2,-3,17,9,-1,-8

# Screens from PubChem BioAssay.

# The list is partial; count on the stated rates, not on these rows.
